Cdc42 wt GTP – modulators of GTP binding to wildtype Cdc42, primary screen, biochemical, multiplex bead flow cytometry, Bodipy-GTP; GST-Cdc42 beads; actives lie on both sides; percent activity (GTP binding), % at 10 µM; hit rate 0.2% among 190,000; Cell division control protein 42 homolog (Homo sapiens), P60953;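 active = percent activity GTP binding at least 20 points away from the 100% baseline, either down as inhibitor or up as activator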;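 also: median bead fluorescence of bound Bodipy-FL-GTP at 100 nM; 0% = excess unlabeled GTP control and 100% = no compound control; below 100% means less GTP binding so inhibitor and above means activator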
Target sequence (P60953 whole entry, looked up): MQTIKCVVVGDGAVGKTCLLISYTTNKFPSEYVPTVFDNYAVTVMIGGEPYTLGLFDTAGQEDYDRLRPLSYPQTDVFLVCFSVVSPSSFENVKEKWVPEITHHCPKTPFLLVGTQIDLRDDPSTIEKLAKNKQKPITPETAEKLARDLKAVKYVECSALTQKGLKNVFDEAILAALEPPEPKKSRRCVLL
Rac1 mut GTP – GTP binding modulators of activated mutant Rac1, primary screen, biochemical, bead-based flow cytometry, multiplex, fluorescent GTP; GST-Rac1 activated beads; actives lie on both sides; 100% means binding = to untreated wells; hit rate 0.11% among 190,000; Ras-related C3 botulinum toxin substrate 1 (Homo sapiens), P63000; percent activity (GTP binding), % at 10 µM; AID 764, 2007;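 active = GTP binding at least 20 percentage points away from the 100% baseline, in either direction, so actives lie on both sides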
Bim-Bcl-2 – inhibitors of Bim-Bcl-2 binding, primary screen, biochemical, multiplexed, human Bcl-2 family. Bead-based flow cytometry, Bim peptide-Bcl-2 binding. inhibition, % at 10 µM. hit rate 0.06% among 190,000. Apoptosis regulator Bcl-2 (Homo sapiens), P10415. AID 950, 2007; in the data active = inhibition above about 40%;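 also: 0% = no compound wells with probe peptide and 100% = reference peptide inhibitor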
Target sequence (P10415 whole entry, looked up): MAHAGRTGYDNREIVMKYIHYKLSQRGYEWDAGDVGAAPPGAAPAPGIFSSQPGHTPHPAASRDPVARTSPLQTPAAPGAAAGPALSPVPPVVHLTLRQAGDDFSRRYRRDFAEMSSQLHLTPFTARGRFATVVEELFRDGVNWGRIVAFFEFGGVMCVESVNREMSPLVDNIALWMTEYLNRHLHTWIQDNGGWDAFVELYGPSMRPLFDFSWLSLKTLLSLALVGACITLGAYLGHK
Rac1 wt GTP bind – wildtype Rac1 GTP binding modulators, primary screen, biochemical, GST-Rac1 beads, flow cytometry, multiplex. GTP binding activity (% of control), % at 10 µM. AID 757, 2007. Ras-related C3 botulinum toxin substrate 1 (Homo sapiens), P63000. fluorescent GTP binding; actives lie on both sides; 0 = cold GTP competed, 100 = untreated. hit rate 0.27% among 190,000;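 active = GTP binding activity at least 20 points away from the 100% control level, either lower or higher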
Bcl-B Bim block – inhibitors of Bim-Bcl-B binding, primary screen, biochemical, multiplexed, human Bcl-2 family; Bcl-2-like protein 10 (Homo sapiens), Q9HD36; bead-based flow cytometry, Bim peptide-Bcl-B binding; inhibition, % at 10 µM; hit rate 0.073% among 190,000; AID 951, 2007;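 also: 0% = tracer peptide without compound and 100% = reference inhibitor peptide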
Rab2 wt GTP – modulators of GTP binding to Rab2A wildtype, primary screen, biochemical, dog, bead-based flow cytometry, multiplex. GST-Rab2 wt beads, Bodipy-GTP binding. GTP binding activity, % at 10 µM. hit rate 0.19% among 190,000. AID 760, 2007;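 active = GTP binding activity at least 20 points away from 100%, either lowered or raised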;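 also: 0% = beads with excess unlabeled GTP and 100% = no-compound control corrected for plate trend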
Bcl-W Bim block – inhibitors of Bim binding to Bcl-W, primary screen, biochemical, multiplexed, bead-based flow cytometry; Bcl-2-like protein 2 (Homo sapiens), Q92843; Bim peptide-Bcl-W binding; inhibition, % at 10 µM; hit rate 0.02% among 190,000; AID 952, 2007;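 also: 0% = bound tracer without compound and 100% = peptide blocker; higher means less fluorescent Bim peptide bound to Bcl-W beads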
Target sequence (Q92843 whole entry, looked up): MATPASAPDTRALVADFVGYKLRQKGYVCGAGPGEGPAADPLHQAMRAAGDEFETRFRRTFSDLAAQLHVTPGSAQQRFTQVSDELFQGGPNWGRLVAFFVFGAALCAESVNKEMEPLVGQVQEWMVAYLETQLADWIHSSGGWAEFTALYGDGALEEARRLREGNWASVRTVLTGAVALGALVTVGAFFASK
Bcl-XL Bim block – inhibitors of Bim-Bcl-XL binding, primary screen, biochemical, multiplexed, bead flow cytometry, human Bcl-XL. Bcl-2-like protein 1 (Homo sapiens), Q07817. Bim peptide-Bcl-XL binding, fluorescence. inhibition, % at 10 µM. hit rate 0.04% among 190,000
Rab7 wt modul – modulators of GTP binding to Rab7, primary screen, biochemical, wildtype, multiplex bead flow cytometry; GTP binding activity (percent of control), % at 10 µM; AID 758, 2007; Rab7 GTPase wild type (dog), Bodipy-FL-GTP binding; GST-Rab7 beads, fluorescent GTP binding; actives lie on both sides; untreated = 100%, excess cold GTP = 0%; hit rate 0.055% among 190,000;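 active = fluorescent GTP binding to Rab7 beads changed by at least 20 points from the 100% baseline, either direction, mostly lower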;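 also: median green fluorescence of bound Bodipy-FL-GTP per Rab7 bead population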
Bim-Bfl-1 – inhibitors of Bim binding to Bfl-1, primary screen, biochemical, multiplexed, bead-based flow cytometry; Bcl-2-related protein A1 (Homo sapiens), Q16548; Bim-Bfl-1 binding inhibition; inhibition, % at 10 µM; hit rate 0.12% among 190,000;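 also: 0% = wells without compound plus tracer and 100% = blocker peptide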
HRas wt GTP – modulators of GTP binding to HRas wildtype, primary screen, biochemical, bead-based flow cytometry, multiplex; GTPase HRas (Homo sapiens), P01112; hit rate 0.14% among 190,000; GST-Ras wt beads, Bodipy-FL-GTP binding; actives lie on both sides; GTP binding activity, % at 10 µM; AID 759, 2007;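 active = GTP binding activity at least 20% away from the 100% baseline, either lowered as inhibitor or raised as activator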;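 also: 0% = unlabeled GTP competition control and 100% = no-compound control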
Target sequence (P01112 whole entry, looked up): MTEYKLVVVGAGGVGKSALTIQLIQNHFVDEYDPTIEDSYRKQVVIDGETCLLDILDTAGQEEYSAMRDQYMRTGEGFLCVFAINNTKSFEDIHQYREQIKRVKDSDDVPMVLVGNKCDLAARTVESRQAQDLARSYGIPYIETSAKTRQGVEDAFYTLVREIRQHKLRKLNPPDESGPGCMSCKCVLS
An asterisk follows results filed as active. Rule as the data show it, unless noted: active = inhibition above about 40%.

SMILES | Cdc42 wt GTP | Rac1 mut GTP | Bim-Bcl-2 | Rac1 wt GTP bind | Bcl-B Bim block | Rab2 wt GTP | Bcl-W Bim block | Bcl-XL Bim block | Rab7 wt modul | Bim-Bfl-1 | HRas wt GTP
COc1cc(S(=O)(=O)NCC2CCCO2)ccc1Br (stereo not given) | 102 | 97 | -1 | 103 | -1 | 100 | -1 | -1 | 99 | -3 | 100
CSc1nc2nc3c(c(=O)n2[nH]1)CN(Cc1ccccc1)CC3 | 88 | 93 | 1 | 95 | 6 | 83 | 1 | 3 | 98 | -1 | 87
CN(C)c1c(N)c(=O)oc2ccccc12 | 99 | 97 | 1 | 101 | 0 | 100 | 3 | 0 | 101 | -3 | 100
COc1cccc(N(C(=O)Cn2nnc(-c3cccs3)n2)C(C(=O)NC(C)C)c2ccc(C)o2)c1 (stereo not given) | 101 | 98 | 0 | 101 | -1 | 98 | -3 | -1 | 99 | -1 | 101
Cc1ccc2cc(CN(Cc3ccco3)S(=O)(=O)c3c(C)ccc4nsnc34)c(=O)[nH]c2c1 | 106 | 99 | -2 | 101 | -3 | 103 | -4 | -1 | 101 | 4 | 103
c1ccc2sc(N3CCCN(Cc4nc(-c5cnccn5)no4)CC3)nc2c1 | 101 | 96 | -2 | 100 | -4 | 97 | -3 | -2 | 96 | 3 | 98
CC(=O)Nc1ccc(OCCC[n+]2cccc(C(=O)[O-])c2)cc1 | 99 | 99 | 0 | 101 | -6 | 97 | -3 | -5 | 97 | -5 | 97
CCOc1ccccc1NC(=O)CSc1nnc2ccc(-c3cccnc3)nn12 | 98 | 96 | 0 | 97 | -1 | 96 | 0 | -2 | 91 | 0 | 96
CCO[C@@H]1OC(C(=O)NCc2nc3ccccc3[nH]2)=C[C@H](c2csc3ccccc23)[C@H]1CCCO | 93 | 95 | 0 | 96 | -6 | 96 | -1 | -1 | 102 | -2 | 96
CCOC(=O)C1(CC2CC2)CCN(Cc2cn(C)c3ccccc23)CC1 | 95 | 96 | -2 | 104 | -2 | 98 | -3 | -2 | 105 | -7 | 102
CCOC(=O)c1c(CSc2cccs2)n(C)c2cc(Br)c(O)c(CN(C)C)c12 | 94 | 93 | 0 | 92 | -2 | 93 | 1 | 0 | 90 | 6 | 92
CCOc1ccccc1N1CCN(Cc2ccco2)CC1 | 102 | 100 | -3 | 100 | -6 | 103 | 4 | -3 | 99 | -16 | 98
Cc1onc(-c2ccccc2Cl)c1C(=O)NCc1nc(-c2ccccc2)no1 | 99 | 98 | -11 | 100 | -14 | 99 | -3 | -9 | 99 | -19 | 98
CC1=CC(C)(C)NC(=S)N1c1ccc(C)cc1 | 100 | 99 | 1 | 105 | -3 | 103 | -2 | -4 | 102 | 0 | 102
CN(C)C(=O)N1CCC(C(=O)N2CCCC(C(=O)c3ccc(C(C)(C)C)cc3)C2)CC1 (stereo not given) | 95 | 95 | 1 | 97 | 0 | 98 | -3 | -4 | 101 | -4 | 97
COc1ccccc1NCCC#N | 98 | 99 | -6 | 101 | -12 | 99 | -2 | -8 | 98 | -14 | 98
CCOc1ccc(C(=O)C(C)=O)c(OCC)c1 | 99 | 97 | -2 | 101 | 0 | 98 | 0 | 0 | 105 | -2 | 101
Fc1ccc(CNCc2cccc(Br)c2)cc1 | 97 | 99 | -6 | 102 | -6 | 99 | -3 | -8 | 95 | -3 | 98
CCC(C)c1ccccc1NC(=O)c1cccnc1 (stereo not given) | 101 | 98 | -4 | 104 | -6 | 100 | 0 | -4 | 100 | -6 | 99
Cc1ccc(NC(=S)N2CCC(O)CC2)c(C)c1 | 94 | 96 | -1 | 94 | -2 | 97 | -2 | -2 | 92 | -2 | 95
COC(=O)c1c(NC(=O)/C=C/c2ccc3c(c2)OCO3)sc(C)c1C | 94 | 100 | 0 | 102 | -12 | 98 | -5 | -8 | 98 | 0 | 97
Cc1cccc(C)c1N1CCN(S(=O)(=O)c2ccccc2)CC1 | 97 | 94 | 2 | 97 | -1 | 97 | 0 | 0 | 101 | -5 | 97
COC(c1ccccc1)c1nnc(CCC(=O)N(C)Cc2cccc(-n3cccn3)c2)o1 (stereo not given) | 100 | 96 | 1 | 97 | 0 | 101 | 1 | 1 | 105 | -3 | 98
CCOC(=O)C(=CNc1ccc(NC2=NCC(C)S2)cc1)C(=O)OCC (stereo not given) | 102 | 101 | -3 | 105 | -5 | 102 | -1 | -4 | 106 | -15 | 103
CCC(C)OC(=O)C[N+](C)(C)CCOC1CC2CCC1(C)C2(C)C (stereo not given) | 96 | 95 | -1 | 98 | 0 | 97 | 0 | 0 | 98 | -2 | 96
CCN(CC)C(=O)c1ccc(Cn2cc([N+](=O)[O-])cn2)o1 | 95 | 94 | -5 | 97 | -3 | 94 | -3 | -2 | 94 | -6 | 92
CC1CCN(C(=O)Cc2nn(C)c(=O)c3ccccc23)CC1 | 93 | 93 | -3 | 91 | -1 | 97 | -6 | 0 | 98 | 1 | 94
COc1ccc(/C(C)=C2\SC(=S)N(CCC(=O)O)C2=O)cc1 | 95 | 86 | -4 | 92 | -7 | 91 | 1 | -4 | 97 | -11 | 96
CC(NC(=O)c1ccncc1)C(c1cccs1)N1CCOCC1 (stereo not given) | 105 | 103 | 2 | 107 | -3 | 100 | -2 | -4 | 100 | 0 | 103
CCn1c(C)nc([N+](=O)[O-])c1Sc1ccc(F)cc1 | 99 | 96 | 0 | 98 | -2 | 96 | -1 | 0 | 97 | 0 | 96
Cc1nnc2sc(SCC(=O)Nc3cccc(Cl)c3)nn2c1=O | 96 | 98 | -6 | 100 | -6 | 100 | 2 | -3 | 105 | -8 | 99
CCOc1ccccc1NC1c2ccccc2C(=O)N1c1cccnc1 (stereo not given) | 104 | 100 | -11 | 108 | -27 | 99 | 0 | -10 | 100 | -11 | 102
Cc1cc(C(=O)Nc2cccc(C(=O)O)c2)oc1C | 95 | 98 | -7 | 101 | -5 | 101 | 2 | -2 | 101 | -15 | 96
COc1ccc(C(=O)c2cnc(C(C)C)n2C)cc1 | 96 | 99 | -1 | 96 | -2 | 101 | 2 | 0 | 100 | 2 | 97
COc1ccc(C(C)C)cc1S(=O)(=O)NCc1ccccn1 | 108 | 105 | -8 | 107 | -11 | 98 | -3 | -7 | 99 | -15 | 103
Clc1cccc(N/N=C/c2ccncc2)c1 | 102 | 98 | -4 | 106 | -6 | 100 | 0 | -4 | 100 | 0 | 102
CCOC(=O)N1CCC(NC(=O)CN2C(=O)CSc3nc(C)cc(C)c32)CC1 | 102 | 97 | -7 | 104 | -10 | 100 | -5 | -9 | 103 | -7 | 101
CCOC(=O)c1ccc(NC(=O)CC2COc3ccccc3O2)cc1 (stereo not given) | 100 | 96 | -2 | 102 | -3 | 97 | -2 | -2 | 95 | -2 | 99
Cc1cc(C)cc(NC2=NCC(=O)N2Cc2ccccc2)c1 | 102 | 101 | -1 | 106 | -3 | 105 | -1 | -2 | 107 | -3 | 105
Cc1cc2nn(-c3cccc4ccccc34)nc2cc1N | 101 | 97 | 15 | 101 | -1 | 99 | 13 | 4 | 101 | 48* | 100
Cc1ccn2cc(C34CC5CC(CC(C5)C3)C4)nc2c1 | 100 | 95 | -2 | 100 | -3 | 96 | -1 | 0 | 99 | -10 | 99
CCN1C(=O)/C(=C2/Sc3ccccc3N2CC)S/C1=N\c1ncn[nH]1 | 93 | 93 | -1 | 99 | -1 | 93 | 1 | 2 | 94 | 1 | 95
CCOC(=O)c1c(CSc2ccc(C)cc2)n(C)c2cc(Br)c(O)c(CN(C)C)c12 | 97 | 97 | 0 | 99 | -3 | 102 | 3 | -1 | 104 | 7 | 101
O=C(COC(=O)c1ccc2c(c1)S(=O)(=O)c1ccccc1C2=O)NC1CC1 | 96 | 97 | -1 | 102 | -6 | 102 | -3 | -4 | 104 | -1 | 98
N#Cc1c(-c2ccco2)c2c([nH]c1=S)CCCC2 | 95 | 92 | -1 | 96 | -20 | 93 | -3 | 0 | 93 | 4 | 92
NC(=O)c1ncc(C(F)(F)F)cc1Oc1cccnc1 | 97 | 97 | -4 | 102 | -10 | 93 | -2 | -4 | 96 | -12 | 96
CCN(CC)C(=O)C1CCC(CNS(=O)(=O)c2cccc3cccnc23)CC1 (stereo not given) | 106 | 99 | -7 | 105 | 0 | 104 | 0 | 1 | 101 | -5 | 102
O=C1CN(S(=O)(=O)c2cc(Cl)ccc2Cl)CCN1 | 96 | 95 | 3 | 98 | 1 | 97 | -1 | -1 | 101 | -2 | 96
CN1C(=O)C(CC(=O)NC2CCCCC2)SC1=Nc1ccccc1 (stereo not given) | 103 | 99 | -1 | 103 | -1 | 100 | -2 | -6 | 101 | -4 | 98
O=C(CCC(=O)N1CCOCC1)Nc1nnc(C2CCCCC2)s1 | 98 | 95 | 1 | 97 | 0 | 98 | 2 | -4 | 93 | 0 | 99
Following part
SMILES | Cdc42 wt GTP | Rac1 mut GTP | Bim-Bcl-2 | Rac1 wt GTP bind | Bcl-B Bim block | Rab2 wt GTP | Bcl-W Bim block | Bcl-XL Bim block | Rab7 wt modul | Bim-Bfl-1 | HRas wt GTP
COC(=O)C1=C(C(=O)c2ccccc2)C(c2ccccc2)n2nnnc2N1 (stereo not given) | 92 | 90 | 1 | 96 | 0 | 93 | 2 | 0 | 93 | 2 | 92
CCCCSc1nc(N)c(C#N)c(-c2cccs2)c1C#N | 98 | 97 | -2 | 98 | -5 | 98 | 1 | 3 | 96 | 1 | 97
Nc1sccc1C(=O)c1ccccc1 | 100 | 100 | 0 | 102 | -1 | 100 | -3 | -3 | 99 | -2 | 99
Cc1ccc(-c2nnc(CSc3nnc(COc4cccc5ccccc45)n3-c3ccccc3)o2)cc1 | 90 | 95 | -3 | 91 | 0 | 94 | 0 | 1 | 97 | -1 | 95

Compound activity: PubChem, NMMLSC
